Assay outcomes as filed in PubChem.
Keap1 Nrf2 FP: disrupts human Keap1 binding to Nrf2 peptide. inhibition, % at 9.4 µM. actives 0.15% (n = 340,000). AID 504523. Keap1 Kelch-Nrf2 peptide fluorescence polarization, 1536-well. Q14145; in the data active = inhibition above about 12%; inconclusive = no clear call, values can overlap the other calls; inactive = below about 7.3%;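 also: human Keap1 Kelch domain with fluorescein labeled Nrf2 9mer peptide probe; 0% = neutral control wells and 100% = peptide positive control; higher means more block of Keap1 binding to Nrf2 peptide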
DAGLB inhibitor: blocks human DAGLB lipase activity | Q8NCG7 | HEK293T DAGLB membrane lysate, EnzChek fluorogenic substrate | inhibition, % at 5.17 µM | actives 0.059% (n = 340,000); in the data active = inhibition above about 34%;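 also: 0% = enzyme with vehicle and 100% = wells lacking enzyme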
Target sequence (Q8NCG7 whole entry, looked up): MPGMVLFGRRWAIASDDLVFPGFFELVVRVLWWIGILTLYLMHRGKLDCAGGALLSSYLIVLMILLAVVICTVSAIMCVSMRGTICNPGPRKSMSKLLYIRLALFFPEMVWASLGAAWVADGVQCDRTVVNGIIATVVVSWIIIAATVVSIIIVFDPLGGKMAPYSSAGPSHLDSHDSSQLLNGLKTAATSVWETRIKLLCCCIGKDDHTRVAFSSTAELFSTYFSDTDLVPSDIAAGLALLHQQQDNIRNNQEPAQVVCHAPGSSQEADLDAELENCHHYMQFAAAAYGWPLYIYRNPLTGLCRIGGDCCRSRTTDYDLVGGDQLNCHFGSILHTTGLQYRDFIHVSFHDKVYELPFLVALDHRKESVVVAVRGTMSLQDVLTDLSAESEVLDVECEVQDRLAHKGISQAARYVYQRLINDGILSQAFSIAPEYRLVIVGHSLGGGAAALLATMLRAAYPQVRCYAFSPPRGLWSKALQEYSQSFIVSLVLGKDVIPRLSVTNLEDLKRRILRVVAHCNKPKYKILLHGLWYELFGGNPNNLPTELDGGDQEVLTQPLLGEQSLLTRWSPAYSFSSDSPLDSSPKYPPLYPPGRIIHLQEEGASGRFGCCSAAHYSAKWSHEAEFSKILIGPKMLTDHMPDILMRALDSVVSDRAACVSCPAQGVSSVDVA
Rtt109 HAT inh: inhibitors of Candida albicans Rtt109/Vps75 histone acetyltransferase. purified Rtt109/Vps75, ThioGlo CoA-SH fluorescence, 4 h. Q5AAJ8. inhibition, % at 34.9 µM. actives 0.16% (n = 330,000);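 active = inhibition of at least 50% in every replicate; inconclusive = best replicate reaches 50% inhibition but some replicates fall short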
RTF Ca sens inh: cardiac RTF calcium desensitization; actives 0.12% (n = 340,000); AID 493244; inhibition, % at 7.15 µM; IANBD-labeled cardiac RTF, Ca2+ fluorescence;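 active = inhibition above the mean inhibition of all tested compounds plus 3 SD, cut at about 17% in these data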;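 also: assay run at fixed EC70 calcium of 1.6 mM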
SR-BI uptake up: activators of SR-BI mediated HDL lipid uptake; CHO ldlA[mSR-BI] cells, DiI-HDL uptake fluorescence, 3 h; 100 = double the neutral-control signal; actives 0.096% (n = 320,000); activation, % at 12.5 µM;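 active = mean replicate activation of at least 60% and every replicate at or above 60%; inconclusive = mean or all-replicate condition met, but not both; inactive = mean below 60% and not all replicates reaching 60%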;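 also: 0% = median plate neutral-control signal and 100% = twice that signal; values of inactives mirror those of a sister screen read the other way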
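Assay system: LDL receptor-deficient CHO ldlA cells overexpressing murine SR-BI / Medium: BSA-supplemented, HEPES-buffered Ham's F12, pH 7.4 / Probe or stimulus: DiI-labelled HDL at 10 µg/mL final / Timing: compound with DiI-HDL co-incubation, 3 h at 37 °C / Technique: bottom-read cell fluorescence after medium removal, ex 550/em 595 nm / Measure: HDL uptake via cellular fluorescence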
C-LANA FP: inhibitors of KSHV LANA C-terminal domain DNA binding. inhibition, % at 9 µM. AID 504423. actives 0.078% (n = 340,000). MBP-C-LANA/FAM-LBS DNA binding, fluorescence polarization;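 active = highest replicate inhibition at or above 60% at 9 µM, even if other replicates fall short; inactive = all replicates below 60% inhibition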;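 also: 0% = neutral control wells and 100% = 4 µM acridine orange control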
CAL PDZ FP-1: blocks peptide binding to human CAL PDZ domain | AID 504414 | actives 0.02% (n = 330,000) | purified CAL PDZ, TMR-peptide fluorescence polarization, 1 h | inhibition, % at 20 µM;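 active = highest replicate inhibition of at least 40%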;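 also: plate controls were DMSO neutral control wells for no effect and unlabeled competitor peptide control wells for full effect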
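Material – purified CerCALP PDZ construct · Detection – FP readout, S and P plane fluorescence · Measure – percent inhibition from loss of millipolarization · Controls – unlabelled peptide for full inhibition, DMSO wells as neutral · Probe or stimulus – TMR-labelled reporter peptide T*-PRC34 bound in PDZ groove · Times – 1 h at RT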
cardiac RTF act: increases calcium sensitivity of human cardiac regulated thin filaments | P19429+P45379 | IANBD-labeled TnC RTF fluorescence at EC20 calcium; 0% EC20 calcium, 100% full calcium | activation, % at 7.2 µM | actives 0.24% (n = 340,000) | AID 493008;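 active = activation above the mean over all tested compounds plus 3 SD, cut at about 30% in these data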;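 also: rise in fluorescence read as greater calcium sensitivity of cardiac thin filaments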
PKA-R2B activ: activators of human PKA-R2B complex. P22694+P31323. PKA-R2B holoenzyme dissociation, Cy5-IP20 fluorescence polarization; R2B truncated from residue 108, S112A mutant; 0% DMSO only, 100% 113 µM cGMP. activation, % at 11.4 µM. actives 0.079% (n = 340,000);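 active = activation above a cutoff set at the mean over all compounds plus 3 SD, cut at about 18% in these data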;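 also: higher means more holoenzyme dissociation and a rise in polarization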
Target sequence (P31323 whole entry, looked up, other chains not shown, the tested form may be a part): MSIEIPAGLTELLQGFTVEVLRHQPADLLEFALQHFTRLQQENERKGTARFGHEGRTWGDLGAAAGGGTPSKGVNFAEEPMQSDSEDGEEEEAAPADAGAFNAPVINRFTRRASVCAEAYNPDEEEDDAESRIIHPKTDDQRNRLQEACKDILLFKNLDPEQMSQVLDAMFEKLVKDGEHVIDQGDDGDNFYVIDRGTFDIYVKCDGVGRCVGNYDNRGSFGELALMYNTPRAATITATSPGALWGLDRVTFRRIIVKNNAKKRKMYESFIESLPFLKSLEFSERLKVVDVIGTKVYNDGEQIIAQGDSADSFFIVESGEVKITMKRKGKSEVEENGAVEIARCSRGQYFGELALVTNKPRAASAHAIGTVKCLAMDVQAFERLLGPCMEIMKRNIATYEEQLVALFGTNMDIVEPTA
CAL PDZ FP-2: CAL PDZ (human) peptide binding inhibition; Q9HD26; purified CAL PDZ, TMR-peptide fluorescence polarization, 1 h; inhibition, % at 24.9 µM; actives 0.92% (n = 300,000); AID 602252;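 active = mean inhibition of at least 30% with at least half of replicates also reaching 30%; inconclusive = no clear call, values can overlap the other calls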;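 also: 0% = DMSO neutral control and 100% = excess unlabeled competitor peptide PRC23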
* hit, by the source's call; ? = inconclusive; / = not tested or not shown; & = joins results of further samples. Rows were taken by chance; about 1.6% have a hit in one of these screens.

SMILES	Keap1 Nrf2 FP	DAGLB inhibitor	Rtt109 HAT inh	RTF Ca sens inh	SR-BI uptake up	C-LANA FP	CAL PDZ FP-1	cardiac RTF act	PKA-R2B activ	CAL PDZ FP-2
COc1ccc(Oc2nc(-c3ccccn3)ncc2OC)cc1	1	0	16	-2	0	-1.2	-0.5	-1	6	5
Cc1cccc(NC(=O)C2CCN(c3nccc(C)n3)CC2)c1	-7	-2	-17	-6	1	-0.4	0.2	1	5	/
Cc1ccc(C(=O)NCCN2CCOCC2)c(Cl)c1	4	-2	3	-2	0	1.3	0.1	2	0	-3
Cc1nc(CCNC(=O)COc2ccccc2)cs1	1	2	2	1	-3	2.4	-0.8	-2	13	/
Nc1nnnn1/N=C/c1cc(Cl)cc(Cl)c1OCc1ccc(Cl)cc1Cl	0	0	0	-2	-11	-0.5	-0.3	7	6	-2
O=C(NCc1ccccc1)C(c1ccco1)N(C(=O)c1csnn1)C1CC1 (centres undefined)	-7	2	-16	-4	12	-0.3	-1.4	-1	5	-4
CCCN(CCC)c1nc(Cl)nc(NCCN2CCOCC2)n1	3	1	-4	-7	3	0.0	0.4	-8	2	/
CCCCCn1c(=O)c(Cc2ccccc2)c(O)c2ccccc21	-1	0	0	2	29	0.4	-1.7	-11	-1	/
Cc1n[nH]c(=S)n1-c1cccc(Cl)c1	-4	-1	-16	5	5	0.2	-3.4	2	-4	-2
O=C(Cn1c(NCCO)nc2ccccc21)c1ccc([N+](=O)[O-])cc1	-5	1	2	-6	9	0.0	/	-3	-7	-6
CC(=O)OC1CC(n2ccc(NC(=O)c3ccccc3)nc2=O)OC1CO (centres undefined)	1	2	11	9	19	1.0	-0.3	-4	6	-2
N#Cc1cc2c(nc1SCc1ccccc1)CCCCC2	-7	-20	-11	0	-5	-0.5	0.2	-7	0	-1
Cc1ccnc(-n2sc3ccccc3c2=O)n1	-2	0	-62	13	18	-1.0	-2.4	10	1	-1
O=C(NCC1COc2ccccc2O1)C1CCN(S(=O)(=O)c2ccc(Cl)cc2)CC1 (centres undefined)	-3	-1	14	-5	4	-0.4	-1.6	3	-2	-11
O=C(CSc1nnc(-c2cccs2)n1-c1ccccc1)NCc1ccco1	-9	2	24	8	-28	1.6	-3.5	1	-5	1
FC(F)(F)c1cc(-c2ccccc2)nc(NCc2cccs2)n1	6	-16	-10	0	24	0.7	0.3	2	0	-3
Cc1cc(Cl)cc2sc(NC(=O)c3ccco3)nc12	-2	0	1	-5	-26	0.4	-1.3	7	2	/
O=C(CN1CCN(c2ccccc2F)CC1)NCc1ccc(Cl)cc1	-2	-6	4	-10	-6	-1.4	-1.0	18	9	-2
Cc1ccccc1C(=O)NC(=S)NCc1ccccc1	-2	-6	4	-4	-12	0.8	0.5	-5	-12	0
CCN(CC)C(=O)Cn1cc(C(=O)C(=O)N2CCN(c3ccc([N+](=O)[O-])cc3)CC2)c2ccccc21	-8	0	20	-2	/	0.7	-0.8	-2	10	-2
CCN1CCN(c2ncc(C(=O)N3CCCc4ccccc43)c3ccccc23)CC1	0	-3	-22	-7	-6	-1.1	0.4	1	1	-4
CCOc1ccc(-n2c(SCC(N)=O)nnc2-c2cccnc2)cc1	-6	0	-7	0	9	-0.3	0.8	2	10	-2
CN(C(=O)COC(=O)COc1ccccc1F)C1CCS(=O)(=O)C1 (centres undefined)	-2	1	2	-3	28	2.8	-1.0	-5	-5	-7
CCCCSc1cc(=O)n(-c2ccccc2)nc1C(=O)OCC	-4	1	-5	-3	-18	1.9	-2.2	13	5	/
COc1ccc(/C=C\c2cc(OC)c(OC)cc2CC[N+](C)(C)C)cc1OC	6	1	13&9	-4	9&-9	-1.9	14	-2	-5	-4

Another view of three compounds above.
Each structure is followed by: Keap1 Nrf2 FP | DAGLB inhibitor | Rtt109 HAT inh | RTF Ca sens inh | SR-BI uptake up | C-LANA FP | CAL PDZ FP-1 | cardiac RTF act | PKA-R2B activ | CAL PDZ FP-2
CCOc1ccc(-n2c(SCC(N)=O)nnc2-c2cccnc2)cc1
  -6 | 0 | -7 | 0 | 9 | -0.3 | 0.8 | 2 | 10 | -2
O=C(Cn1c(NCCO)nc2ccccc21)c1ccc([N+](=O)[O-])cc1
  -5 | 1 | 2 | -6 | 9 | 0.0 | / | -3 | -7 | -6
Cc1cc(Cl)cc2sc(NC(=O)c3ccco3)nc12
  -2 | 0 | 1 | -5 | -26 | 0.4 | -1.3 | 7 | 2 | /

Next results:
SMILES	Keap1 Nrf2 FP	DAGLB inhibitor	Rtt109 HAT inh	RTF Ca sens inh	SR-BI uptake up	C-LANA FP	CAL PDZ FP-1	cardiac RTF act	PKA-R2B activ	CAL PDZ FP-2
CC(=O)Nc1sc(-c2ccc(Cl)cc2)nc1-c1ccccc1	-4	0	33	1	/	0.2	-1.8	0	0	0
CC(=O)Nc1ccc(NC(=O)C(C)OC(=O)CNS(=O)(=O)c2cccc(Cl)c2)cc1 (centres undefined)	2	-5	-2	-10	4	-0.5	-0.8	2	-5	/
CCOc1ncccc1C(=O)NCc1ccccc1F	3	-5	-8	-1	-13	0.8	1.8	-5	-3	0
CSc1ccccc1NC(=O)Cn1nc([N+](=O)[O-])cc1C	3	0	-3	-10	27	0.6	-0.3	-4	8	6
CS(=O)(=O)N1N=C(c2ccco2)CC1c1cccc([N+](=O)[O-])c1 (centres undefined)	1	0	26	-11	/	-2.3	-1.0	-1	-13	/
CN1CCN(CC(=O)n2c3c(c4ccccc42)CCCC3)CC1	2	-3	1	-1	11	2.1	-0.3	2	-11	-8
O=C(COC(=O)c1nc(Cl)ccc1Cl)NCc1cccs1	-6	-4	-5	2	27	-0.9	0.6	-6	-9	/
COc1cc(CN2CCN(C(=O)c3ccccc3F)CC2)cc(OC)c1OC	4	1	-3	-2	1	0.8	-0.5	3	1	-5
CCCCNC(=O)c1ccccc1C(=O)NC1(C(=O)NCCCC)CCCC1	-2	3	1	-6	15	0.0	-0.9	1	-11	-1
Cc1ccccc1OCC(=O)NNC(=O)Cn1[nH]c(=O)c2ccccc2c1=O	4	-1	-1	1	-1	0.5	-1.6	6	-12	-3
Cc1cc(NC(=O)c2ccc(Cl)cc2)n(CCOC(=O)c2ccc(Cl)cc2)n1	0	0	-6	-11	-9	-2.7	-0.2	1	-10	-6
O=C(CCNC(=O)c1ccco1)Nc1ccccc1	5	-1	5	0	/	-0.7	1.3	-2	-6	-1
O=c1c(O)cccc2cc(O)c(O)c(O)c12	-5	4	?	87*	13	82*	1.0	-40	-6	8
CC(C)c1nnc(NC(=O)c2cc3cc(Br)ccc3oc2=O)s1	1	5	8	-3	/	-2.4	-4.2	4	4	-3
O=C(NCCCn1ccnc1)c1cccnc1	-5	-1	-7	-4	12	0.3	-2.9	-4	4	1
O=C1OC(Sc2ccccc2)(c2ccccc2)c2ccccc21 (centres undefined)	-6	-7	-9	2	-26	-0.9	-0.6	-5	-1	/
CCOc1ccc(Br)cc1S(=O)(=O)Nc1cccnc1	-1	5	11	1	/	-0.1	-2.2	1	-9	-4
CCOc1ccc(NC(=O)CCC(=O)NNC(=O)c2ccccc2Cl)cc1	-4	0	-1	11	-1	1.8	-2.9	-5	4	-2
COCC1CCN(Cc2cn[nH]c2-c2ccc(OC)c(F)c2)C1 (centres undefined)	-1	0	-2	1	/	1.0	-2.3	4	0	1
CCOC(=O)C1(C)/C(=N/Nc2cccc(Cl)c2)C(=O)C(=O)N1c1ccccc1 (centres undefined)	3	21	0	2	-3	1.6	-1.2	1	-2	0
O=C(CC(c1ccccc1)c1ccco1)Nc1nccs1 (centres undefined)	-13	4	2	-9	53	1.5	-2.5	1	6	-1
CCOc1cc(CNCc2ccccn2)ccc1OCC(=O)NC(C)(C)C	-3	1	-3	-2	21	-0.4	0.3	1	4	-2
CCCCn1c(N)c(N(CCC(C)C)C(=O)c2cc(S(=O)(=O)N3CCOCC3)ccc2F)c(=O)[nH]c1=O	5	-1	-6	-25	13	-0.1	-3.3	-7	-13	-1
CCN1C[C@@H]2[C@@H]3C(=O)N(Cc4ccccc4)C(=O)[C@@H]3[C@](CC)(C1=O)N2C(=O)c1ccc(C(C)(C)C)cc1	-2	-3	7	-8	10	-0.5	-0.6	-7	-5	-2
Cc1ccc(C(=O)NCCSC2CCCCC2)cc1S(=O)(=O)Nc1ccccc1	1	-3	/	-7	-24	1.1	-2.3	1	-2	1

Later entries
SMILES	Keap1 Nrf2 FP	DAGLB inhibitor	Rtt109 HAT inh	RTF Ca sens inh	SR-BI uptake up	C-LANA FP	CAL PDZ FP-1	cardiac RTF act	PKA-R2B activ	CAL PDZ FP-2
COc1cc(/C=N/Nc2nc(N3CCCC3)nc(N3CCCC3)n2)ccc1OCc1ccccc1F	-3	/	11	/	-57	-2.0	-1.3	/	/	/
OC(c1ccccc1)(c1ccccc1)c1nccn1-c1ccccc1	-2	0	-2	-5	-8	-0.4	1.6	-1	-1	7
COc1ccc(-c2nsc(C(=O)N(c3ccc(F)cc3)C(C(=O)NC3CCCC3)c3ccc(OC)cc3)c2N)cc1 (centres undefined)	2	0	-2	-6	-53	-0.2	-0.3	-1	-10	/
CCOC(=O)Cn1nc(C)c(NC(=O)COc2ccc(OC)cc2)c1C	-1	-2	-5	-18	/	0.8	-2.3	5	-3	-2
O=C(CCNC(=O)c1ccccc1Cl)NCC(c1ccc(F)cc1)N1CCOCC1 (centres undefined)	-1	0	3	-12	20	0.3	-2.3	2	-1	-6
O=C(NC(=S)Nc1ccc(S(=O)(=O)NC2CCCCC2)cc1)c1cccs1	4	0	-2	3	-5	-1.0	-0.9	2	-8	-6
O=C1NC(=O)N(c2ccccc2)C1=O	-1	-4	-20	-3	/	-0.3	-1.7	-2	0	-1
CCOC(=O)C1=C(C)Nc2sc(C(=O)c3ccc(C)cc3)c(N)c2C1c1ccc(C(=O)OC)cc1 (centres undefined)	-4	0	-10	-2	-22	2.0	-1.4	-1	-5	-4
CCCN=C1CC(C)(C)CC(=O)/C1=C(/O)CCC	-2	-1	13	-18	1	-0.1	-0.9	2	-6	-1
N#Cc1nc(Cc2ccccc2)oc1N1CCN(c2cccc(Cl)c2)CC1	-7	-2	3	1	13	0.1	-1.0	4	1	/
CS(=O)(=O)N1CCN(c2ccccc2NC(=O)c2ccc(Cl)cc2)CC1	0	-2	5	-1	-46	-2.2	-0.5	0	1	-3
COc1ccc(/C(O)=C2/C(=O)C(=O)N(CC3CCCO3)C2c2ccc(O)c(OC)c2)cc1 (centres undefined)	1	-1	1	2	12	-1.9	-1.8	-2	3	-2
